M5 PAM: human M5 muscarinic receptor positive allosteric modulators, primary screen, CHO-K1 cells, Fluo-8 calcium fluorescence. CHO-K1 hM5, ACh EC20 PAM; 0% = ACh EC20, 100% = ACh EC100. hit rate 0.3% among 360,000. activation, % at 3 µM. Muscarinic acetylcholine receptor M5 (Homo sapiens), P08912;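 active = activation above the run cutoff, the mean activation of all test compounds plus 3 SD, cut at about 18% in these data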
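Probe or stimulus: acetylcholine, EC20 level; Assay system: human M5 receptor in CHO-K1 cells; Schedule: compound preincubation 140 s before EC20 acetylcholine addition; Technique: intracellular calcium via Fluo-8 fluorescence; Dosing: single-point, 3 µM nominal; Read-out basis: percent activation from peak-over-basal fluorescence ratio, scaled EC20-to-EC100 acetylcholine; Repeats: one well per compound, no replicates.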
M1 antag: human M1 muscarinic receptor antagonists, primary screen, CHO-K1 cells, Fluo-8 calcium fluorescence, 1536-well | hit rate 1.3% among 360,000 | inhibition, % at 3 µM | AID 588852, 2011 | Muscarinic acetylcholine receptor M1 (Homo sapiens), P11229 | CHO-K1 hM1, ACh EC80 antagonist;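 active = percent inhibition above its own plate's cutoff, namely the mean of that plate's compound wells plus 3 SD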;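 note: peak over basal fluorescence ratio during 140 s after agonist addition; 0% = ACh EC80 plus DMSO and 100% = DMSO alone without agonist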
Target sequence (P11229 whole entry, looked up): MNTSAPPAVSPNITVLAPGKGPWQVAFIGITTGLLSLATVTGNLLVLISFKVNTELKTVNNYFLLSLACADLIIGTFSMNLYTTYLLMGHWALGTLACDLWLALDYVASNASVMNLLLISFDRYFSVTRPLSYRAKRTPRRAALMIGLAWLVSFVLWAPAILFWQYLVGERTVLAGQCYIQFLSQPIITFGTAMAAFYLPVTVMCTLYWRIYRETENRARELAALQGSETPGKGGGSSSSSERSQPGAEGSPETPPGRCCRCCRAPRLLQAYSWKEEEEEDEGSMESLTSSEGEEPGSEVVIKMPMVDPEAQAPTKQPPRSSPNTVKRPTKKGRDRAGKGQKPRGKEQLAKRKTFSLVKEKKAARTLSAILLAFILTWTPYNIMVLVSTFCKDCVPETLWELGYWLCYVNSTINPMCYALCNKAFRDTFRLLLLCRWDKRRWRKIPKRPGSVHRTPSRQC
CHRM1 PAM: human M1 muscarinic receptor positive allosteric modulators, primary screen, CHO-K1 cells, Fluo-8 calcium fluorescence, 1536-well; activation, % at 3 µM; hit rate 0.088% among 360,000; AID 588819, 2011; Muscarinic acetylcholine receptor M1 (Homo sapiens), P11229; CHO-K1 hM1, ACh EC20; 0% = ACh EC20, 100% = maximal ACh; in the data active = activation above about 19%, passing the limit was not always enough
M4 antag: human M4 muscarinic receptor antagonists, primary screen, CHO cells, Fluo-8 calcium fluorescence; CHO-hM4 cells, ACh EC80; inhibition, % at 3 µM; hit rate 0.73% among 360,000; AID 624125, 2012;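 active = inhibition above its plate's cutoff, the mean inhibition of sample wells plus 3 SD, cut at about 27% in these data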;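 note: 0% = acetylcholine EC80 with DMSO and 100% = DMSO without agonist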
CHRM5 antagonist: human M5 muscarinic receptor antagonists, primary screen, CHO cells, Fluo-8 calcium fluorescence | Muscarinic acetylcholine receptor M5 (Homo sapiens), P08912 | CHO-hM5 cells, ACh EC80 | inhibition, % at 3 µM | hit rate 0.59% among 360,000;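 active = inhibition above a per-plate cutoff, the mean of that plate's test compounds plus 3 SD, cut at about 27% in these data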;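 note: 0% = acetylcholine EC80 with DMSO and 100% = DMSO without agonist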
M1 ag: human M1 muscarinic receptor agonists, primary screen, Fluo-8 calcium fluorescence, CHO-K1 cells, HTS; activation, % at 3 µM; hit rate 0.33% among 360,000; CHO-K1 hM1, agonist mode; 0% DMSO, 100% acetylcholine EC100; Muscarinic acetylcholine receptor M1 (Homo sapiens), P11229;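 active = activation above the run's mean compound activation plus 3 SD, cut at about 16% in these data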;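 note: peak over basal fluorescence ratio within a 140 s kinetic read after compound addition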
TAAR1 agonist: human TAAR1 agonists, primary screen, Fluo-8 calcium fluorescence, CHO RD-HGA16 cells; vehicle wells 0%, saturating PEA agonist 100%; activation, % at 3 µM; hit rate 0.99% among 360,000; AID 624467, 2012;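 active = activation above the mean activation of all test compounds in the run plus 3 SD, cut at about 38% in these data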
Target sequence (Q96RJ0 whole entry, looked up): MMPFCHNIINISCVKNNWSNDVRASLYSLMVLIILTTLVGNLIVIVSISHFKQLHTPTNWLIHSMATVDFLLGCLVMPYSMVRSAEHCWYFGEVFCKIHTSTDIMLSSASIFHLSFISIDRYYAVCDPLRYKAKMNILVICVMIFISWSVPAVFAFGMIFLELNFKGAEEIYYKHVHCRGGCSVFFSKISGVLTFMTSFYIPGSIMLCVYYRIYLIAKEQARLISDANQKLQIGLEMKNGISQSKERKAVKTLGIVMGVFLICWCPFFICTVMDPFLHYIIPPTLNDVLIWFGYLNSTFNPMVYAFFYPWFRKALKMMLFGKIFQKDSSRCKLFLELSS
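Assay system: CHO-derived RD-HGA16 cells with stable Gα16 and human TAAR1; timing: 17-24 h seeding, 75 min 37 °C dye, 30 min RT; read-out: % activation from peak over basal fluorescence ratio, DMSO-to-PEA scaled; measured by: kinetic Fluo-8 calcium fluorescence; benchmarks: low control DMSO, high control PEA (EC100); doses: 3 µM single concentration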
M5 ag: human M5 muscarinic receptor agonists, primary screen, CHO-K1 cells, Fluo-8 calcium fluorescence | Muscarinic acetylcholine receptor M5 (Homo sapiens), P08912 | CHO-K1 hM5 cells; 0% DMSO wells, 100% maximal acetylcholine response | activation, % at 3 µM | hit rate 0.19% among 360,000 | AID 624037, 2012;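 active = activation above the run's mean over test compounds plus 3 SD, cut at about 23% in these data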;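 note: signal is peak over basal fluorescence ratio across the kinetic read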
M4 ag: human M4 muscarinic receptor agonists, primary screen, CHO-K1 cells, Fluo-8 calcium fluorescence | Muscarinic acetylcholine receptor M4 (Homo sapiens), P08173 | CHO-K1 hM4/Gqi5; vehicle 0%, full acetylcholine response 100% | activation, % at 3 µM | hit rate 0.14% among 360,000 | AID 624127, 2012;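 active = activation above the run mean over all test wells plus 3 SD, cut at about 32% in these data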;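 note: peak over basal fluorescence ratio per well then scaled between controls; 0% = DMSO wells and 100% = acetylcholine at EC100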
Active calls of the source: *; . = no result given.

SMILES	M5 PAM	M1 antag	CHRM1 PAM	M4 antag	CHRM5 antagonist	M1 ag	TAAR1 agonist	M5 ag	M4 ag
Cc1ccc(S(=O)(=O)NC(C(=O)N2CCOCCOCCOCC2)c2ccccc2)cc1 (stereo unspecified)	-1	11	-8	-2	0	-4	7	1	2
CCOC(=O)c1cccc(COC(=O)c2cccc(-c3nnc(-c4ccccc4)o3)c2)c1	-6	-3	6	1	2	-2	7	5	11
O=C(NC(=O)c1ccccc1)Nc1cccc(S(=O)(=O)N2CCCCC2)c1	0	-10	7	-1	1	3	0	1	1
CCNc1nc(NCC)nc(N/N=C/c2ccccc2)n1	-6	-5	9	13	14	-3	0	1	14
COc1cnc(-c2cccc(C(F)(F)F)c2)[nH]c1=O	7	9	-5	-3	-13	-2	8	2	0
COc1ccc(/C=N/NC(=O)c2cc[n+]([O-])cc2)cc1O	3	-14	11	-2	0	-1	0	-3	-1
COc1cccc2sc(NNC(=O)c3nc4ccccc4s3)nc12	5	-21	15	-10	-2	-5	4	-3	2
CCOC(=O)/C=C/c1cc(F)ccc1O	-1	.	.	5	-2	.	0	3	4
CC(C)c1[nH]nc2c1C(c1ccco1)C(C#N)=C(N)O2 (stereo unspecified)	-1	-2	6	-8	8	-2	0	0	0
N#C/C(=C/N1CCOCC1)c1ccccc1	1	-9	11	9	-15	-2	2	-2	2
O=C(Nc1ccc(Cl)c(S(=O)(=O)N2CCOCC2)c1)c1n[nH]c(=O)c2ccccc12	7	-15	14	0	-4	-1	8	7	2
O=C(COC(=O)Cn1cnc2ccccc21)NCc1ccc(F)cc1	0	-3	2	6	-4	-3	8	-2	0
CCN(CC)S(=O)(=O)c1ccc(O)c(C(=O)OCC(=O)Nc2cc(C)c(C)cc2[N+](=O)[O-])c1	2	-9	8	-1	2	-6	-1	-3	1
COC(=O)c1cccc(NC(=O)CCN2C(=O)NC(C)(C)C2=O)c1	-1	-19	10	-7	-5	0	4	1	0
COc1cc2c(=O)c(-c3ccc(O)cc3)coc2cc1OC1OC(CO)C(O)C(O)C1O (stereo unspecified)	13	-6	3	-11	-2	-1	9	1	2
Cc1ccccc1OCCC(=O)OCC(=O)Nc1cc(S(=O)(=O)N2CCOCC2)ccc1Cl	2	-10	11	-10	-14	-5	9	4	11
O=C(Cn1cnc2c(cnn2-c2ccc(F)cc2)c1=O)OCc1ccccc1	0	-8	5	6	3	-1	2	2	1
CC(C)CC1NC(=O)N(CC(=O)N2CCN(S(=O)(=O)c3ccc4ccccc4c3)CC2)C1=O (stereo unspecified)	-3	-10	6	-6	5	-3	2	3	0
O=C(CCCCCN1C(=O)c2ccccc2C1=O)Nc1cccc(O)c1	2	-19	21	4	-5	2	0	8	2
Cc1c(OCc2nn[nH]n2)ccc2c(-c3ccccc3)cc(=O)oc12	8	-10	8	13	-6	-1	3	-3	0

Copied from the list:
CCNc1nc(NCC)nc(N/N=C/c2ccccc2)n1 in M4 antag shows 13
CCN(CC)S(=O)(=O)c1ccc(O)c(C(=O)OCC(=O)Nc2cc(C)c(C)cc2[N+](=O)[O-])c1 in M5 PAM shows 2
COc1cc2c(=O)c(-c3ccc(O)cc3)coc2cc1OC1OC(CO)C(O)C(O)C1O (stereo unspecified) in M4 antag shows -11

The list goes on.
SMILES	M5 PAM	M1 antag	CHRM1 PAM	M4 antag	CHRM5 antagonist	M1 ag	TAAR1 agonist	M5 ag	M4 ag
CCOc1ccc2[nH]c(=O)c(CN(CCOC)C(=O)N3CCOCC3)cc2c1	-2	-13	8	-3	-1	-3	2	-3	0
O=S1(=O)CCC(NC(=S)Nc2ccccc2)C1 (stereo unspecified)	17	-34	29*	-10	-10	2	2	3	0
O=S(=O)(CCc1ccccc1)/N=C/c1cccs1	-6	-4	-2	-1	-2	-2	6	-2	1
O=c1c2ccccc2c(/C=N/NS(=O)(=O)c2ccccc2)c(O)n1-c1ccccn1	7	-7	7	-4	-14	-1	15	4	1
Cc1cccc(NC(=O)CCN2C(=O)c3ccccc3C2=O)c1	-5	-5	14	-25	-15	2	3	11	8
COc1ccc(NS(=O)(=O)c2ccc3c(c2)N(C(C)=O)CC(C)S3)c(OC)c1 (stereo unspecified)	-6	0	-1	-4	9	3	7	0	13
Cn1ncc2c(c(SCc3ccc(Cl)cc3Cl)nn2C)c1=O	5	-6	3	-3	-4	-3	-1	5	1
CN(C)/C=C/C(=O)/C=C/c1cn(-c2ncc(C(F)(F)F)cc2Cl)c2ccccc12	1	11	-3	9	3	0	-3	-3	1
Cc1cc(NC(=O)c2ccc(Cl)c(S(=O)(=O)N3CCOCC3)c2)no1	-4	2	-1	1	7	-5	4	-4	0
COc1ccc(NC(=S)N(CCN(C)C)C(C)c2ccco2)cc1 (stereo unspecified)	-4	-4	7	9	8	-12	2	-3	0
CCC(C)CN1C(=O)CSCC1(C)C(=O)NCc1ccccc1 (stereo unspecified)	-1	.	.	-2	2	.	1	-3	.
Cc1c(N/C=C/C(=O)C(F)(F)F)c(=O)n(-c2ccccc2)n1C	0	8	-6	3	13	-6	6	1	0
Cc1ccc(S(=O)(=O)N(CC(=O)N/N=C/c2cccc(Cl)c2)c2cccc3cccnc23)cc1	0	-3	-5	13	6	-3	0	-3	0
COc1ccc(CCNC(=O)COC(=O)c2cnccn2)cc1	-8	16	-1	14	5	0	1	4	0
CCCn1c(Nc2cccc(OC)c2)nc2ccccc21	2	2	1	-1	8	-7	0	-6	1
CN(C(=O)COC(=O)CNC(=O)c1sc2ccccc2c1Cl)c1ccccc1	-8	-2	-1	1	8	-8	0	-3	3
CC1=C(C(=O)Nc2ccccc2)C(c2ccccn2)n2nc(CCCO)nc2N1 (stereo unspecified)	-12	-2	10	-9	18	3	3	0	0
C/C(=N/NS(=O)(=O)c1ccc(Br)cc1)c1ccc(NC(=O)c2ccc(C)o2)cc1	5	-20	4	-6	0	-5	38*	-2	0
CCc1ccccc1NC(=O)C1CCCN(c2ncccn2)C1 (stereo unspecified)	9	1	6	-7	-4	-5	1	0	2
COCCN1C(=O)CCC1(C)C(=O)Nc1ccc2c(c1)OCCO2 (stereo unspecified)	-1	-3	12	-2	3	8	7	1	0
Cc1ccc(/C=N/NC(=O)CNC(=O)Cc2ccccc2)o1	0	-12	10	-2	0	-6	4	-2	0
CCc1ccc(CNC(=O)C2CCN(S(=O)(=O)N3CCCCC3)CC2)cc1	-3	-3	-6	-11	7	0	8	3	11
COc1ccccc1CNC(=O)N1CCN(S(=O)(=O)c2ccc(C)cc2)CC1	10	-13	17	-1	-6	-1	-2	0	3
Cc1ccc(NC(=O)C/C(N)=N/OC(=O)Nc2cccc(Cl)c2)cc1	-3	-4	4	10	2	-2	5	4	11
CC(=O)c1ccc(N2Cc3ccccc3C3(CCOCC3)C2=N)cc1	10	-10	9	-8	-2	-4	0	-4	1
O=C(C1CC1)N1CCCN(C(=O)C2CC2)CC1	-3	-3	5	11	0	-2	0	-2	1
COc1ccc(-c2ccc3c(c2)S(=O)(=O)c2cccc(C(=O)N4CCN(C5CCCCC5)CC4)c2C3=O)cc1OC	-32	18	-13	9	34*	-8	20	6	23
Cc1cccc2sc(NC(=O)c3ccc(Cl)s3)nc12	-2	-21	6	-8	-5	-7	-1	1	0
CN(CC(=O)O)S(=O)(=O)c1ccc2[nH]c(=O)c(=O)[nH]c2c1	8	-17	6	-9	-3	-2	2	1	0
CCOc1ccc(/C=N/NC(=O)Cc2ccccc2)cc1CN1CC2CC(C1)c1cccc(=O)n1C2 (stereo unspecified)	-2	2	-2	-1	3	-4	-1	-2	0
CCS(=O)(=O)N1CCC(C(=O)Nc2ccc(C(C)=O)cc2)CC1	-1	-7	1	-5	1	-3	4	2	1
COc1ccc(CN2C(=O)CN(C3CCCCCC3)C(=O)C2c2ccc(F)cc2)cc1 (stereo unspecified)	-6	6	0	7	6	-1	5	-3	0
COC(=O)c1cnc(Nc2nc(C(N)COCc3ccccc3)cs2)nc1C(F)(F)F (stereo unspecified)	2	0	2	5	-4	7	13	8	7
CC1(C)OC(=O)C(=CNc2ccccn2)C(=O)O1	-6	25	-12	16	7	-4	2	-3	0
Cc1ccc2c(c1)C1CN(C)CCC1N2S(=O)(=O)c1ccc(Oc2ccc([N+](=O)[O-])cc2)cc1 (stereo unspecified)	-8	3	-6	2	6	-7	16	2	5
O=C(CN(C(=O)CSc1nc2ccccc2o1)c1ccccc1F)NC1CCCCC1	-10	7	-4	-3	8	-4	6	-4	2
O=C(c1ccccc1)c1cc([N+](=O)[O-])ccc1N1CCCC1	-7	-4	0	3	9	-7	1	-6	-2
CC(C)CC1C(=O)N(Cc2cn(CCC3OCCO3)nn2)CCS(=O)(=O)N1Cc1ccc(-c2ccc(F)cc2)cc1 (stereo unspecified)	-3	-8	3	7	-2	-3	9	0	15
Cc1ccc(F)cc1NC(=O)C1C2CCC(O2)C1C(=O)O (stereo unspecified)	4	-19	10	-21	-2	0	0	5	1
COc1ccc(-c2[nH]ncc2CNC(C)CCn2cccn2)cc1F (stereo unspecified)	10	-6	9	6	0	-5	4	0	0
N#C/C(=C(/O)c1cccc(F)c1)c1nc2ccccc2s1	-3	-9	8	-3	-1	5	7	7	4
Cc1ccc(NN=C2c3ccccc3-c3ccccc32)cc1	-1	-11	7	-27	0	-7	-1	-6	-1
CC1(c2nnc(-c3ccccc3)o2)CC(c2ccccc2)=NO1 (stereo unspecified)	2	4	-5	-8	2	-3	16	1	3
CCOC(=O)N1CCN(C(=O)COC(=O)c2ccc(Cl)nc2)CC1	5	-19	9	-2	10	0	1	0	9
COc1cc(CN2C[C@@H](CO)O[C@@H](n3cnc4c(Nc5ccccc5)ncnc43)C2)cc(OC)c1OC	-18	33	-20	5	25	0	15	3	18
COc1cc2c(cc1OC)C(NC(=O)C(F)(F)F)C/C2=N\O (stereo unspecified)	4	-10	3	3	7	-2	-1	-1	1
COc1cccc(NC(=O)C2(C)CCN2C(=O)CCc2ccc(Cl)cc2Cl)c1 (stereo unspecified)	-3	1	-7	4	-1	-3	1	-1	3
CC1(C)Cc2ccccc2-c2n[nH]c(=S)n21	9	-6	3	-10	-9	-6	6	1	1

An excerpt of these results, with bars between the fields:
Compound | M5 PAM | M1 antag | CHRM1 PAM | M4 antag | CHRM5 antagonist | M1 ag | TAAR1 agonist | M5 ag | M4 ag
CC1(c2nnc(-c3ccccc3)o2)CC(c2ccccc2)=NO1 (stereo unspecified) | 2 | 4 | -5 | -8 | 2 | -3 | 16 | 1 | 3
COc1cccc(NC(=O)C2(C)CCN2C(=O)CCc2ccc(Cl)cc2Cl)c1 (stereo unspecified) | -3 | 1 | -7 | 4 | -1 | -3 | 1 | -1 | 3

Only part of the results is shown; the hit share may differ from the screen's.
